CIT2 TOR yeast: modulators of CIT2-GFP expression in yeast, primary screen, S. cerevisiae, GFP fusion, multiplex flow cytometry, MLPCN library; S. cerevisiae CIT2-GFP strain, 3 h; 100 means same as DMSO wells; actives 0.065% (n = 320,000); GFP response vs DMSO, % at 10 µM;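 active = GFP response relative to DMSO above a set limit, near the screen mean plus 3 SD, cut at about 150% in these data; inconclusive = Fewer than 70 cells measured for a yeast strain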;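 also: ratio of well median GFP fluorescence to mean of DMSO wells on the plate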
MEP2 TOR yeast: modulators of MEP2-GFP levels in yeast, primary screen, S. cerevisiae, multiplex flow cytometry, MLPCN library; S. cerevisiae MEP2-GFP strain, 3 h; 100% = DMSO control level; GFP response vs DMSO, % at 10 µM; actives 0.51% (n = 330,000); AID 2016, 2009;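 active = GFP response versus DMSO above a set limit, roughly screen mean plus 3 SD, cut at about 180% in these data; inconclusive = fewer than 70 cells counted for a yeast strain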;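 also: median GFP fluorescence of the barcode-gated MEP2-GFP cells per well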
RPL19A TOR yeast: RPL19A-GFP expression modulators in yeast, primary screen, cell-based, S. cerevisiae, multiplex flow cytometry, MLPCN | AID 2025, 2009 | percent response vs DMSO, % at 10 µM | S. cerevisiae RPL19A-GFP strain, 3 h; stronger effect = lower value | actives 0.3% (n = 330,000);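 active = percent response vs DMSO below 50%; inconclusive = fewer than 70 events counted for the yeast strain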;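 also: median channel GFP fluorescence of the barcoded RPL19A-GFP strain; ratio of sample median GFP to plate DMSO average so 100% = DMSO; lower means less RPL19A-GFP as with rapamycin TOR inhibition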
Efflux pump mplx: inhibitors of Candida efflux pumps in yeast, primary screen, S. cerevisiae, Nile Red, multiplex. S. cerevisiae Candida pump triplex. inhibition, % at 10 µM. actives 0.44% (n = 330,000). AID 485275, 2010;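 active = plate passing quality check with inhibition over a set limit, or well fluorescence over plate mean plus 4 SD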;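 also: Nile Red retained in pooled yeast measured as flow cytometry median fluorescence; 0% = buffer negative control and 100% = Enniatin B positive control; higher means more Nile Red kept so more efflux inhibition; some compounds called inactive have numbers as strong as hits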
AHR act: AHR activators, primary screen, cell-based, luminescence, luciferase reporter, human | Aryl hydrocarbon receptor (Homo sapiens), P35869 | AHR-responsive luciferase reporter cells | activation, % at 5 µM | actives 2.5% (n = 320,000); in the data active = activation above about 47%;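 also: 0% = vehicle wells and 100% = reference agonist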
Target sequence (P35869 whole entry, looked up): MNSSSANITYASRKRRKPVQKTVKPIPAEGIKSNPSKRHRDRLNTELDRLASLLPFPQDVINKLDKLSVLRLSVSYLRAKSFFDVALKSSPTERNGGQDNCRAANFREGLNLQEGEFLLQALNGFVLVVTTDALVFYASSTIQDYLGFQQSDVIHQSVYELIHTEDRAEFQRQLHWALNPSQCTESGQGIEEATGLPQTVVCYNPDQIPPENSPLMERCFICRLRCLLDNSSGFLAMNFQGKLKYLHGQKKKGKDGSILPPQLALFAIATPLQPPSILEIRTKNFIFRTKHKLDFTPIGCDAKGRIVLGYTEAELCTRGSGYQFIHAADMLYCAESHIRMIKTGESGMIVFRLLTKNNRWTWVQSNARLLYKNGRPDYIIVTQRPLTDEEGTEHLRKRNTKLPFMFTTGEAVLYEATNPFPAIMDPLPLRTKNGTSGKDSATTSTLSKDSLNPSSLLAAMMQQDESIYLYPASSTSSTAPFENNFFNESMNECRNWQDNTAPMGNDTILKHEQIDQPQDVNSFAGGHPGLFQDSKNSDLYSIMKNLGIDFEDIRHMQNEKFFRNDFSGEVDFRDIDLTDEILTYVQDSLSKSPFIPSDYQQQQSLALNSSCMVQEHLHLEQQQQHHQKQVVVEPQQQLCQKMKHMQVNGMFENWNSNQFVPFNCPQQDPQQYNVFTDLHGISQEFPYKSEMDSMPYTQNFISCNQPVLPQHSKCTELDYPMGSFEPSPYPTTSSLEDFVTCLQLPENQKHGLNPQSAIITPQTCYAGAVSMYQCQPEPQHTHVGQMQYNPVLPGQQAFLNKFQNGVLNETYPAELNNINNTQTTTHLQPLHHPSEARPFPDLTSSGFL
CR mimetic SO: reduction of superoxide in aged yeast, primary screen, HTS. S. cerevisiae aged cells, superoxide DHE fluorescence; stronger effect = lower value. superoxide response (% of plate mean), % at 10 µM. actives 0.18% (n = 330,000). AID 2690, 2010;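 active = superoxide response under a set limit, about three screen SD below normal, cut at about 65% in these data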;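 also: yeast aged for seven days with compound at 30 °C before DHE staining; 100% = average MFI of all compound-treated wells on the plate with controls excluded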
LAP4-GFP MLPCN: modulators of LAP4-GFP expression in yeast, primary screen, S. cerevisiae, multiplex flow cytometry, MLPCN library; 3 h; median GFP as percent of DMSO wells; GFP response vs DMSO, % at 10 µM; actives 0.34% (n = 320,000);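 active = GFP response vs DMSO above a set limit, about the screen mean plus 3 SD, cut at about 150% in these data; inconclusive = under 70 cell events counted for the yeast strain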
AGP1-GFP MLPCN: modulators of AGP1-GFP expression in yeast TOR pathway, primary screen, cell-based, multiplex flow cytometry, S. cerevisiae, MLPCN library | 3 h; GFP as percent of DMSO wells | GFP response vs DMSO, % at 10 µM | actives 0.02% (n = 320,000) | AID 2066, 2009;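 active = GFP response relative to DMSO above a set limit, near screen average plus 3 SD, cut at about 150% in these data; inconclusive = fewer than 70 cells counted for the yeast strain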;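 also: median GFP channel fluorescence of the gated AGP1 strain per well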
Numbers without * were called inactive.

Screening CCOC(=O)C1CCCN(S(=O)(=O)c2c(C(=O)N3CCCCC3)c(C)n(C)c2C)C1 (stereo not drawn) returned CIT2 TOR yeast 110.7, MEP2 TOR yeast 101.8, RPL19A TOR yeast 107.3, Efflux pump mplx -0.1, AHR act -1.8, CR mimetic SO 95.7, LAP4-GFP MLPCN 109.0 and AGP1-GFP MLPCN 108.3.
For C=CCn1c(=N)n(CC(O)c2ccco2)c2ccccc21 (stereo not drawn) the results were CIT2 TOR yeast 104.3, MEP2 TOR yeast 104.9, RPL19A TOR yeast 101.6, Efflux pump mplx 0.0, AHR act 0.8, CR mimetic SO 106.0, LAP4-GFP MLPCN 100.8 and AGP1-GFP MLPCN 101.9.
For Cc1nn(Cc2ccccc2)c(Cl)c1C(=O)NCc1ccco1 the results were CIT2 TOR yeast 99.7, MEP2 TOR yeast 111.7, RPL19A TOR yeast 86.7, Efflux pump mplx -0.1, AHR act -0.3, CR mimetic SO 97.6, LAP4-GFP MLPCN 108.3 and AGP1-GFP MLPCN 112.6.
`CCOC(=O)CCc1c(C)c2ccc(OCc3cc([N+](=O)[O-])ccc3OC)c(C)c2oc1=O` gave CIT2 TOR yeast 105.0, MEP2 TOR yeast 102.8, RPL19A TOR yeast 104.1, Efflux pump mplx 0.0, AHR act 0.3, CR mimetic SO 109.4, LAP4-GFP MLPCN 91.5 and AGP1-GFP MLPCN 101.2.
`Cc1ccc(-c2nnc(N3CCN(C(=O)CN4C(=O)c5ccccc5C4=O)CC3)c3ccccc23)cc1` gave CIT2 TOR yeast 107.1, MEP2 TOR yeast 103.6, RPL19A TOR yeast 103.1, Efflux pump mplx 0.0, AHR act 0.8, CR mimetic SO 100.0, LAP4-GFP MLPCN 96.7 and AGP1-GFP MLPCN 110.3.
Screening COc1ccc(C2CC(C(F)(F)F)n3ncc(C(=O)Nc4cccc(O)c4)c3N2)cc1OC (stereo not drawn) returned CIT2 TOR yeast 95.2, MEP2 TOR yeast 96.0, RPL19A TOR yeast 91.9, Efflux pump mplx -0.1, AHR act -14.7, CR mimetic SO 96.7, LAP4-GFP MLPCN 86.2 and AGP1-GFP MLPCN 88.4.
COCCNC(=S)Nc1ccccn1 was read as CIT2 TOR yeast 92.3, MEP2 TOR yeast 99.1, RPL19A TOR yeast 101.7, Efflux pump mplx -0.1, AHR act -1.7, CR mimetic SO 94.4, LAP4-GFP MLPCN 97.3 and AGP1-GFP MLPCN 96.0.
N#C/C(=C(/O)COC(=O)COc1ccc(Cl)cc1)c1nc2ccccc2[nH]1 was read as CIT2 TOR yeast 110.8, MEP2 TOR yeast 100.2, RPL19A TOR yeast 105.0, Efflux pump mplx -0.2, AHR act 24.9, CR mimetic SO 98.6, LAP4-GFP MLPCN 108.0 and AGP1-GFP MLPCN 110.0.
`COc1ccc(C(=O)NCCc2c[nH]c3ccccc23)cc1S(=O)(=O)N1CCCCC1C` (stereo not drawn) gave CIT2 TOR yeast 97.1, MEP2 TOR yeast 99.1, RPL19A TOR yeast 98.7, Efflux pump mplx 0.1, AHR act 19.5, CR mimetic SO 105.9, LAP4-GFP MLPCN 102.8 and AGP1-GFP MLPCN 101.1.
Screening COc1ccc(NC(=S)NNC(=O)c2cccnc2)cc1OC returned CIT2 TOR yeast 92.1, MEP2 TOR yeast 100.6, RPL19A TOR yeast 93.3, Efflux pump mplx 0.0, AHR act 3.1, CR mimetic SO 85.4, LAP4-GFP MLPCN 105.6 and AGP1-GFP MLPCN 110.3.
For CCOC(=O)C1CCN(CC(=O)NC(=O)NC2CCCCC2)CC1 the results were CIT2 TOR yeast 96.8, MEP2 TOR yeast 95.3, RPL19A TOR yeast 100.5, Efflux pump mplx 0.2, AHR act 0.1, CR mimetic SO 99.2, LAP4-GFP MLPCN 98.6 and AGP1-GFP MLPCN 98.8.
CCc1nnc(SCc2ccc(OC(C)C)cc2)n1N was read as CIT2 TOR yeast 99.9, MEP2 TOR yeast 95.1, RPL19A TOR yeast 100.0, Efflux pump mplx -0.2, AHR act 0.3, CR mimetic SO 79.9, LAP4-GFP MLPCN 99.4 and AGP1-GFP MLPCN 94.8.

Entries shown so far with a furan ring, fused or not, in the order listed:
For C=CCn1c(=N)n(CC(O)c2ccco2)c2ccccc21 (stereo not drawn) the results were CIT2 TOR yeast 104.3, MEP2 TOR yeast 104.9, RPL19A TOR yeast 101.6, Efflux pump mplx 0.0, AHR act 0.8, CR mimetic SO 106.0, LAP4-GFP MLPCN 100.8 and AGP1-GFP MLPCN 101.9.
For Cc1nn(Cc2ccccc2)c(Cl)c1C(=O)NCc1ccco1 the results were CIT2 TOR yeast 99.7, MEP2 TOR yeast 111.7, RPL19A TOR yeast 86.7, Efflux pump mplx -0.1, AHR act -0.3, CR mimetic SO 97.6, LAP4-GFP MLPCN 108.3 and AGP1-GFP MLPCN 112.6.

(next part)
O=C(Nc1ccc(O)c2c(=O)cc(-c3ccccc3Cl)oc12)c1cccs1 was read as CIT2 TOR yeast 79.3, MEP2 TOR yeast 88.0, RPL19A TOR yeast 92.2, Efflux pump mplx -0.1, AHR act 16.8, CR mimetic SO 87.6, LAP4-GFP MLPCN 114.2 and AGP1-GFP MLPCN 78.6.
`COc1cccc(-c2nc(-c3ccc(NC(=O)c4cccnc4)cc3)no2)c1` gave CIT2 TOR yeast 90.8, MEP2 TOR yeast 96.0, RPL19A TOR yeast 95.3, Efflux pump mplx 0.0, AHR act -2.4, CR mimetic SO 93.8, LAP4-GFP MLPCN 104.2 and AGP1-GFP MLPCN 92.8.
COc1ccc(/C=C2/SC(=S)N(CCCC(=O)N3CCN(C)CC3)C2=O)cc1 was read as CIT2 TOR yeast 95.5, MEP2 TOR yeast 118.3, RPL19A TOR yeast 101.8, Efflux pump mplx 0.1, AHR act -4.7, CR mimetic SO 112.9, LAP4-GFP MLPCN 103.3 and AGP1-GFP MLPCN 98.2.
Screening COc1ccc(-c2cnn3c4c(c(C)nc23)CCN4C2CCCC2)cc1OC returned MEP2 TOR yeast 108.0, RPL19A TOR yeast 104.5, Efflux pump mplx 0.1, AHR act 10.7, CR mimetic SO 99.1, LAP4-GFP MLPCN 100.3 and AGP1-GFP MLPCN 99.3.
`COC(=O)c1sc(S(=O)(=O)Nc2ccc(C)c(C)c2)c(C(=O)OC)c1C` gave CIT2 TOR yeast 103.1, MEP2 TOR yeast 109.3, RPL19A TOR yeast 106.7, Efflux pump mplx 0.0, AHR act 0.6, CR mimetic SO 102.2, LAP4-GFP MLPCN 80.3 and AGP1-GFP MLPCN 100.5.
For CC(=O)N1C(=O)C2(C(C#N)=C(N)Oc3cc(C)oc(=O)c32)c2ccccc21 (stereo not drawn) the results were CIT2 TOR yeast inconclusive, MEP2 TOR yeast inconclusive, RPL19A TOR yeast inconclusive, Efflux pump mplx -0.1, AHR act 0.4, CR mimetic SO 101.0, LAP4-GFP MLPCN inconclusive and AGP1-GFP MLPCN inconclusive.
Screening O=C(c1cccc(-c2ccccc2)c1)N1CC[C@@H](N2CCC(O)CC2)[C@H](O)C1 returned CIT2 TOR yeast 104.4, MEP2 TOR yeast 102.1, RPL19A TOR yeast 99.7, Efflux pump mplx -0.7, AHR act -1.0, CR mimetic SO 106.8, LAP4-GFP MLPCN 93.6 and AGP1-GFP MLPCN 102.8.
`CCOC(=O)C(=O)C1C(=O)Nc2ccccc21` (stereo not drawn) gave CIT2 TOR yeast 97.5, MEP2 TOR yeast 101.2, RPL19A TOR yeast 103.3, Efflux pump mplx 0.0, CR mimetic SO 105.7, LAP4-GFP MLPCN 89.2 and AGP1-GFP MLPCN 98.3.
`COc1cccc(-c2nc3ccc(C(=O)NC(C)Cc4cccnc4)cc3o2)c1` (stereo not drawn) gave CIT2 TOR yeast 99.9, MEP2 TOR yeast 104.4, RPL19A TOR yeast 101.5, Efflux pump mplx -0.2, AHR act 29.5, CR mimetic SO 101.0, LAP4-GFP MLPCN 96.6 and AGP1-GFP MLPCN 100.7.
O=C(COc1ccccc1)Nc1ccc2c(c1)Cc1cc(NC(=O)COc3ccccc3)ccc1-2 was read as CIT2 TOR yeast 97.0, MEP2 TOR yeast 101.1, RPL19A TOR yeast 104.4, Efflux pump mplx 0.2, AHR act 0.9, CR mimetic SO 80.9, LAP4-GFP MLPCN 96.4 and AGP1-GFP MLPCN 97.5.
Screening S=C(NCC1CCCO1)c1ccc(Br)cc1 (stereo not drawn) returned CIT2 TOR yeast 109.5, MEP2 TOR yeast 102.1, RPL19A TOR yeast 105.6, Efflux pump mplx 0.0, AHR act -0.1, CR mimetic SO 102.4, LAP4-GFP MLPCN 91.3 and AGP1-GFP MLPCN 101.4.
COc1cc(C2C3=C(CCCC3=O)Nc3ccc4ncccc4c32)ccc1O (stereo not drawn) was read as CIT2 TOR yeast 105.3, MEP2 TOR yeast 101.9, RPL19A TOR yeast 103.2, Efflux pump mplx -0.2, AHR act 9.2, CR mimetic SO 102.0, LAP4-GFP MLPCN 102.7 and AGP1-GFP MLPCN 106.4.
COc1ccc(F)cc1S(=O)(=O)Nc1ccc(C)cc1 was read as CIT2 TOR yeast 80.2, MEP2 TOR yeast 96.7, RPL19A TOR yeast 93.2, Efflux pump mplx 0.1, AHR act 2.6, CR mimetic SO 97.8, LAP4-GFP MLPCN 92.5 and AGP1-GFP MLPCN 64.4.
Screening CCOC(=O)c1ccc(NC(=S)NC(=O)C2CCCC2)cc1 returned CIT2 TOR yeast 95.1, MEP2 TOR yeast 101.3, RPL19A TOR yeast 100.0, Efflux pump mplx 0.1, AHR act 1.1, CR mimetic SO 74.0, LAP4-GFP MLPCN 94.1 and AGP1-GFP MLPCN 92.5.
O=C(c1ccncc1)N1c2ccccc2Sc2ccccc21 was read as CIT2 TOR yeast 84.9, MEP2 TOR yeast 89.4, RPL19A TOR yeast 99.5, Efflux pump mplx 0.2, AHR act -2.8, CR mimetic SO 94.7, LAP4-GFP MLPCN 69.4 and AGP1-GFP MLPCN 84.1.
Screening CC(C)[C@H](NC(=O)c1ccco1)C(=O)OCC(=O)NC12CC3CC(CC(C3)C1)C2 returned CIT2 TOR yeast 96.7, MEP2 TOR yeast 94.9, RPL19A TOR yeast 98.3, Efflux pump mplx 0.1, AHR act -2.2, CR mimetic SO 74.7, LAP4-GFP MLPCN 94.5 and AGP1-GFP MLPCN 102.8.
`C=CCN1c2ccccc2[C@]23C[C@@H](C(=O)OC)N(C(=O)c4cccs4)C2=NC(C(=O)OC)=C(C(=O)OC)[C@H]13` gave CIT2 TOR yeast 94.2, MEP2 TOR yeast 92.6, RPL19A TOR yeast 101.8, Efflux pump mplx -0.2, AHR act -0.7, CR mimetic SO 92.7, LAP4-GFP MLPCN 97.9 and AGP1-GFP MLPCN 96.7.
`Cc1ccc(NC(=O)c2ccc(CN3CCc4ccccc4C3)cc2)cc1` gave CIT2 TOR yeast 101.6, MEP2 TOR yeast 107.5, RPL19A TOR yeast 105.4, Efflux pump mplx 0.0, AHR act 18.9, CR mimetic SO 105.4, LAP4-GFP MLPCN 113.8 and AGP1-GFP MLPCN 101.3.
C=CCNc1ncnc2c1ncn2C1OC(CO)C(O)C1O (stereo not drawn) was read as CIT2 TOR yeast 105.1, MEP2 TOR yeast 99.0, RPL19A TOR yeast 95.0, Efflux pump mplx 0.0, AHR act 0.6, CR mimetic SO 122.1, LAP4-GFP MLPCN 95.4 and AGP1-GFP MLPCN 97.2.

Rows were taken by chance, and some 3.9% of all compounds hit somewhere here.
